# Bioassay records (PubChem)
# GalR3 antag – GalR3 antagonists in HEK293 cells, primary screen, cell-based, fluorescence readout. Galanin receptor type 3 (Homo sapiens), O60755. HEK293 GalR3-CNG cAMP membrane potential fluorescence; galR3 body fused to GalR1 C-terminus. inhibition, % at 3 µM. actives 0.44% (n = 360,000);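 active = inhibition above the screen-wide average plus 3 SD, cut at about 13% in these data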;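 note: forskolin and galanin both at EC90 stimulate the cells; cAMP rise reported by CNG channel membrane potential dye signal; 0% = forskolin plus galanin with DMSO and 100% = forskolin alone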
# Target sequence (O60755 1-299 limits assumed): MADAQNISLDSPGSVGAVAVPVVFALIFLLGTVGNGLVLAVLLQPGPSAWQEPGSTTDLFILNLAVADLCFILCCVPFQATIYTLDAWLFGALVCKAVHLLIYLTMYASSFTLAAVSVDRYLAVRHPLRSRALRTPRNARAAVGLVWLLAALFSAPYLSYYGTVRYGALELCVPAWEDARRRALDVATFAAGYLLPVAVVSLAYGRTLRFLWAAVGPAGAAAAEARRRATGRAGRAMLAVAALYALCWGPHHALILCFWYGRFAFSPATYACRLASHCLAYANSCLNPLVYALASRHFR
# MEKK2mut PB1 HTS – MEK5 binding signal on mutant MEKK2 PB1, primary screen, biochemical, multiplex bead flow cytometry, Alexa488-MEK5 | percent response, % at 10 µM | actives 0.35% (n = 290,000) | Alexa488-MEK5 binding to MEKK2 mutant; in the data active = percent response above about 24%, passing the limit was not always enough; note: inactives centre near 1; some results filed as inactive read as strong as hits
# NALP1 yeast inh – NALP1 inflammasome inhibitors in reconstituted yeast, colorimetric, S. cerevisiae, triplicate retest. S. cerevisiae NALP1/ASC/caspase-1 growth, X-gal OD620, 72 h. inhibition, % at 10 µM. actives 0.61% (n = 280,000). AID 2071, 2009; in the data active = inhibition mostly above about 24%, no sharp cut-off; inactive = mostly below about 32%; note: some compounds called inactive have numbers as strong as hits
# GPR7 antagonist – GPR7 receptor antagonists, primary screen, cell-based, fluorescence, single concentration | Neuropeptides B/W receptor type 1 (Homo sapiens), P48145 | GPR7-expressing cells, fluorescence antagonist assay | inhibition, % at 4.4 µM | actives 1.1% (n = 290,000); in the data active = inhibition above about 16%, passing the limit was not always enough;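 note: cells stimulated with the agonist NPW; 0% = agonist with vehicle and 100% = vehicle without agonist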
# PfM18AAP inh – PfM18AAP inhibitors, malaria aminopeptidase, primary screen, biochemical, QFRET, recombinant enzyme | actives 1.2% (n = 290,000) | AID 1822, 2009 | M18 aspartyl aminopeptidase (Plasmodium falciparum 3D7) | inhibition, % at 7.35 µM | H-Glu-NHMec fluorogenic cleavage;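 active = inhibition above the campaign mean inhibition over all tested compounds plus 3 SD, cut at about 28% in these data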;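 note: 0% = plate median of test compound wells and 100% = 2 mM ZnCl2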
# MEKK2 WT-MEK5 – modulators of MEK5 binding to wildtype MEKK2, primary screen, biochemical, multiplex bead flow cytometry, Alexa488-MEK5; Alexa488-MEK5 binding to MEKK2 WT; actives lie on both sides; Mitogen-activated protein kinase kinase kinase 2 (Homo sapiens), Q9Y2U5; binding response (% of control), % at 10 µM; actives 1.1% (n = 290,000); in the data active = binding response below about 67% or above about 130%
# V1R ag counter – agonists of human V1a receptor, primary screen, counter-screen for OXTR agonist project, fluorescence, CHO-V1R cells; Vasopressin V1a receptor (Homo sapiens), P37288; actives 0.25% (n = 320,000); Fluo-8 calcium fluorescence, agonist mode; 0% DMSO, 100% 3 nM vasopressin; activation, % at 3 µM;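 active = activation above the mean activation of all tested compounds plus 3 SD, per screening run, cut at about 20% in these data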;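 note: signal is peak over basal fluorescence ratio across a 100 second FLIPR read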
# Target sequence (P37288 whole entry, looked up): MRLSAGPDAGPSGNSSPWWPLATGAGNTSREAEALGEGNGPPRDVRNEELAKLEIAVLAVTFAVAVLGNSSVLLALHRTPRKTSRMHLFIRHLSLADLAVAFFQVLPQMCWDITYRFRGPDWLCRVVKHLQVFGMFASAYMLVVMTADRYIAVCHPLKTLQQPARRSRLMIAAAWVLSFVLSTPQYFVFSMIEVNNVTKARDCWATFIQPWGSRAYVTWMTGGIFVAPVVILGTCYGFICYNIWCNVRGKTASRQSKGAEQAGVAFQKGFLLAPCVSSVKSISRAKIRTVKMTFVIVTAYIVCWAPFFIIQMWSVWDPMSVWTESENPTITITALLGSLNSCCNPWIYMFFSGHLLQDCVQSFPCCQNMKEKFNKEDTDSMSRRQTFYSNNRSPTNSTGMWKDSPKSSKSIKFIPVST
# OXTR potentiator – human OXTR potentiators, primary screen, fluorescence, CHO-OTR cells, Fluo-8 calcium; Oxytocin receptor (Homo sapiens), P30559; activation, % at 3 µM; Fluo-8 calcium fluorescence, potentiator mode; 0% = oxytocin EC15, 100% = EC100; actives 0.061% (n = 320,000);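 active = activation above that plate's cutoff, the mean activation of tested compounds plus 3 SD, cut at about 6.6% in these data, passing the limit was not always enough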;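 note: 100% uses oxytocin at 75 nM as the full agonist control; some results filed as inactive read as strong as hits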
# Target sequence (P30559 whole entry, looked up): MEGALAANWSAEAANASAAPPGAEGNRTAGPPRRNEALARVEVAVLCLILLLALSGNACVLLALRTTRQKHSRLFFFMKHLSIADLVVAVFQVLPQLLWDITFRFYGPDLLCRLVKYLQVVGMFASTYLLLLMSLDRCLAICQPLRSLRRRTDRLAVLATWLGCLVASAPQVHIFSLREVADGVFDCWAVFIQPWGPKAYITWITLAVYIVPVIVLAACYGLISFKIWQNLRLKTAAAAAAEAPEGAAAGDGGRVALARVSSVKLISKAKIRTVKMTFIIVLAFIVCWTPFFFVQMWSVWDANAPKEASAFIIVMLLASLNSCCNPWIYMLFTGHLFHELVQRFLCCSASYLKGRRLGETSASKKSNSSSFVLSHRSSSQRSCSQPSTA
#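 Assay system: CHO cell line stably expressing human OTR. Reagent: EC15 oxytocin agonist. Dosing: single dose, 3.0 µM nominal final compound concentration. Timing: compound 6 min at room temperature before oxytocin, 100 s read. Signal: kinetic Fluo-8 calcium fluorescence. Controls: oxytocin EC15 low and EC100 high.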
# OXTR ag – human OXTR agonists, primary screen, fluorescence, CHO-OTR cells, Fluo-8 calcium; Fluo-8 calcium fluorescence; normalized: DMSO 0%, oxytocin 100%; activation, % at 3 µM; actives 0.32% (n = 320,000); AID 2435, 2010;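 active = activation above the mean of all tested compounds plus 3 SD, cutoff set per screening run, cut at about 20% in these data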;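 note: peak over basal fluorescence ratio from a 100 s FLIPR kinetic read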
# An asterisk follows results filed as active; · = not tested or not shown; [ ] = remark or other dose.
# Results follow in this order: OXTR potentiator	V1R ag counter	MEKK2 WT-MEK5	MEKK2mut PB1 HTS	GalR3 antag	NALP1 yeast inh	OXTR ag	PfM18AAP inh	GPR7 antagonist
- COc1ccc(NC(=O)CSc2nc(O)cc(=O)n2-c2ccccc2)cc1
    ·	·	102	1	-4	5	·	1	-8
- Oc1oc(-c2ccccc2Br)nc1/C=N/c1ccccn1
    -2	6.2	104	-1	-2	18	0.8	0	-1
- CN1CCN(/C=N/c2c(C#N)cnn2Cc2ccccc2)CC1
    -2	0.1	102	-1	-5	16	-0.8	-2	-5
- O=C(CSc1nnc(-c2ccncc2)n1-c1ccc(Cl)cc1)N1CCOCC1
    -2	-1.0	94	-4	-2	11	-0.2	-4	-8
- Cc1ccc(S(=O)(=O)N(CC#N)CC#N)cc1
    1	1.5	93	-9	-4	-2	-0.2	-1	-5
- COc1ccc(C(=O)COC(=O)c2cccnc2Cl)c(OC)c1
    -21	9.3	89	-5	-4	4	-1.8	-4	-3
- CS(=O)(=O)Nc1ccc(S(=O)(=O)Nc2nccs2)cc1
    -21	-0.1	109	6	-2	-1	0.8	3	2
- CCO[C@H]1OC(C(N)=O)=C[C@@H](C2CCCCC2)[C@@H]1CCCO
    -3	0.5	97	6	-9	5	0.1	-8	-10
- CC(=O)Nc1cc2ccccc2oc1=O
    -17	0.2	99	-5	-3	31	0.2	-1	-7
- O=c1cc(-c2ccccc2)nc(Cc2c(Cl)cccc2Cl)[nH]1
    -6	-0.1	98	2	-13	9	-1.4	5	-15
- CN(C)C(=O)C(=O)c1cccn1-c1cccc(Cl)c1C#N
    -4	2.8	96	-1	-1	-10	1.0	2	-17
- COc1ccc(N(C(=O)CNC(=O)c2ccco2)C(C(=O)NCC2CCCO2)c2ccccc2)c(OC)c1 (stereo unspecified)
    -2	1.2	97	3	-3	2	-0.4	-5	-3
- Cc1[nH]c(=S)c(C#N)c(C)c1Cc1ccc(Cl)cc1Cl
    -4	-0.1	103	1	-6	-4	-0.1	5	-4
- CCOC(=O)c1cc(N)cc([N+](=O)[O-])c1
    0	-0.2	96	-2	3	12	-0.2	-6	-6
- CCOC(=O)CSCC(=O)N1N=C(c2cccs2)CC1c1ccc(F)cc1 (stereo unspecified)
    -1	-0.5	109	7	-6	28	-1.7	-4	5
- Cc1cc(NC(=O)C2CCCCC2)ccc1NC(=O)c1ccccc1Cl
    -10	-0.3	88	-3	-4	27	-1.4	-4	-6
- COc1ccccc1CNC(=O)CCNC(=O)N1CC(=O)Nc2ccccc21
    -3	-0.2	105	-4	-2	5	0.4	0	8
- CC(Oc1ccccc1F)c1nnc(SCC(=O)Nc2ccc(N3CCOCC3)cc2)o1 (stereo unspecified)
    1	-0.1	·	·	-5	·	2.0	·	·
- CCN(CC)CCOC(=O)c1ccc(N/C=C(/C#N)c2nc(-c3cccc(OC)c3)cs2)cc1
    2	0.3	93	-14	0	·	3.9	4	-2
- COCCCNC(=O)CS(=O)Cc1nc(-c2ccccc2C)oc1C (stereo unspecified)
    -4	0.7	107	5	·	-8	-0.3	-1	-3

# Quoted from the entries so far, 2 compounds:
# Results follow in this order: OXTR potentiator	V1R ag counter	MEKK2 WT-MEK5	MEKK2mut PB1 HTS	GalR3 antag	NALP1 yeast inh	OXTR ag	PfM18AAP inh	GPR7 antagonist
- CCN(CC)CCOC(=O)c1ccc(N/C=C(/C#N)c2nc(-c3cccc(OC)c3)cs2)cc1
    2	0.3	93	-14	0	·	3.9	4	-2
- COCCCNC(=O)CS(=O)Cc1nc(-c2ccccc2C)oc1C (stereo unspecified)
    -4	0.7	107	5	·	-8	-0.3	-1	-3

# The list goes on:
# Results follow in this order: OXTR potentiator	V1R ag counter	MEKK2 WT-MEK5	MEKK2mut PB1 HTS	GalR3 antag	NALP1 yeast inh	OXTR ag	PfM18AAP inh	GPR7 antagonist
- O=C(CN(c1ccccc1)S(=O)(=O)c1ccccc1)N1CCN(Cc2ccc3c(c2)OCO3)CC1
    -6	0.3	107	6	-1	-3	1.8	-1	-6
- NC(=S)c1cc2ccc(O)cc2oc1=O
    ·	·	·	·	0	-1	·	10	-11
- Cc1ccc(S(=O)(=O)NC(Cc2ccccc2)C(=O)O)cc1 (stereo unspecified)
    -5	-0.4	-3.0*[inhibitor]	-27	-5	3	0.3	-11	-3
- CCCOc1ccc(CC(=O)NCC2(c3ccccc3)CCOCC2)cc1OC
    -11	1.6	95	-4	-3	4	0.5	-2	-10
- COc1cccc(C(C(=O)NC(C)(C)C)N(Cc2ccc(C)cc2)C(=O)CCC(=O)Nc2cc(C)on2)c1OC (stereo unspecified)
    -4	-0.7	104	5	-4	5	-0.9	0	-1
- O=C(Nc1cccc(Cl)c1)N1CCN(c2ncccn2)CC1
    -2	0.4	91	-6	-2	2	0.8	-1	-4
- Cn1c(N)c(C(=O)CSc2n[nH]c(-c3ccccc3)n2)c(=O)n(C)c1=O
    -7	0.5	·	·	-4	·	0.9	·	·
- CCOC(=O)CN1C(=O)S/C(=C/c2ccc(N3CCCCC3)o2)C1=O
    -15	3.9	100	3	0	-10	9.7	-6	10
- COc1ccc(CNc2nc(-c3ccccc3)nn2C(=O)c2ccc([N+](=O)[O-])cc2)cc1
    0	0.1	102	4	0	16	-1.2	0	-3
- COc1ccc(N2C(=O)C3CCCCC3C2=O)cc1NC(=O)c1ccccc1 (stereo unspecified)
    -6	0.2	99	-11	4	-8	-0.2	9	6
- CC(C)OC(=O)CCc1nc2ccccc2[nH]c1=O
    -18	-0.1	95	-3	-4	11	-1.1	-12	-9
- COC(=O)c1cn(NC(=O)Cc2ccc(Cl)c(Cl)c2)c(=O)c2ccccc12
    0	-0.6	95	-4	1	25	-0.6	-6	-10
- CCO[C@@H]1OC(C(=O)O)=C[C@H](c2ccccc2)[C@H]1CCCO
    1	0.6	98	-1	-9	·	0.3	·	·
- CN(Cc1cnccn1)Cc1nc(Cc2cccc(F)c2)no1
    0	1.0	109	5	3	-4	-0.1	0	-6
- Cc1sc(NC(=O)C2CCCCC2C(=O)O)c(C(N)=O)c1C (stereo unspecified)
    0	0.4	96	0	-3	-3	1.0	36*	22*
- Cc1sc(NC(=O)c2ccc(Cl)s2)c(C(N)=O)c1C
    -3	0.2	102	3	-6	14	-1.2	5	1
- CC(C)(C)NC(=O)COc1ccc(CNn2nnnc2N)cc1
    -13	0.1	85	-14	-5	19	0.0	2	1
- CCN1CCN(CCCOc2ccccc2-c2ccccc2)CC1
    0	0.2	101	-8	-5	21	3.2	-5	-2
- NS(=O)(=O)c1ccc(N/N=C2/CCCCC2C2CCCCC2)c([N+](=O)[O-])c1 (stereo unspecified)
    -13	-0.9	112	0	2	37	-2.0	2	-18
- COc1cc(CNC2CCCC2)cc(Cl)c1OCc1ccccc1Cl
    -3	6.7	207*	46	·	28	4.9	0	9
- COc1cc(OC)nc(-n2ncc(Br)c(Br)c2=O)n1
    9	-0.4	90	-3	3	66	-2.2	-4	6
- C=CCN(C(=O)Cc1cccs1)c1nc(-c2ccc(S(C)(=O)=O)cc2)cs1
    -8	3.7	96	-2	-11	9	3.0	1	2
- Cc1ccc(OCC(=O)Nc2ccc(C)c(S(=O)(=O)N3CCCCC3)c2)c([N+](=O)[O-])n1
    -5	6.3	104	5	8	26	1.4	-3	-2
- CC(C)N1CCC(N2CCN(Cc3cc4c(cc3Cl)OCO4)CC2CCO)CC1 (stereo unspecified)
    -4	4.2	91	-9	-4	5	-0.8	-14	0
- CCn1c(C)nnc1SCC(=O)Nc1ccc(N2CCOCC2)cc1
    0	0.6	101	-2	2	9	0.3	-14	-18
- CN(C)/C=C(\C#N)c1nc2ccccc2[nH]1
    -1	-0.5	105	3	-2	0	0.6	4	-7
- O=C(CCNC(=O)c1ccc(Br)cc1)NCc1ccccn1
    0	0.8	·	·	1	·	-0.7	·	·
- Cc1nnc(SCc2nc3scc(-c4ccccc4)c3c(=O)[nH]2)s1
    -8	3.6	101	7	14*	-2	3.1	3	-15
- NC(=O)NC(Cc1ccccc1)C(=O)NCCCSc1ccccc1 (stereo unspecified)
    -4	-0.2	98	4	-4	18	-0.5	-1	-11
- CCCCNC(=O)CN(C1CCCCC1)S(C)(=O)=O
    3	-0.2	93	-4	-3	10	1.2	1	-14
- CC(=O)NC1CC2CCCC(C1)N2CC(=O)NCc1ccc(F)cc1 (stereo unspecified)
    -6	0.6	89	-2	-1	4	2.1	-4	6
- Cc1cccc(CS(=O)(=O)c2ncc(Cl)c(C(=O)Nc3ccc(F)cc3)n2)c1
    -9	1.7	98	1	0	-12	-0.3	-72	40*
- O=c1ccc(-c2ccccc2)nn1Cc1ccccc1
    -9	5.4	109	6	-4	·	0.9	7	10
- COc1ccccc1CC(=O)NC1CCCc2ccccc21 (stereo unspecified)
    -4	-0.9	106	3	-4	-6	-1.8	0	-5
- CCC1(NC(C)=O)CC2CC1CC2NC(C)=O (stereo unspecified)
    -6	-0.4	108	6	-2	·	-0.3	2	3
- CCn1c(=O)cc(OCC(=O)NCc2ccc(C)o2)c2ccccc21
    1	0.1	104	4	0	12	-0.7	0	0
- CCOC(=O)c1c(-c2ccccc2)oc2ccc(OCC(O)CNCCN(C)C)cc12 (stereo unspecified)
    -15	9.3	165*	31*	-11	20	2.7	-1	72*
- CCCc1cc(C(N)=O)c(NC(=O)c2ccoc2C)s1
    -5	-0.3	97	2	-7	4	-2.3	3	-5
- CC(C)NC(=O)C1CCN(C2CCN(CC3CC=CCC3)CC2)CC1 (stereo unspecified)
    -4	-0.2	102	-6	-6	-4	-0.2	-7	1
- O=C(NCc1cccs1)c1ccc(Cl)c(S(=O)(=O)N2CCCC2)c1
    -15	1.4	93	-2	0	21	-0.3	-1	-1
- CCc1ccc(Nc2nc(N)nc(CSc3nc4ccccc4s3)n2)cc1
    -12	1.9	95	6	-4	26	-1.6	-7	-12
- O=C(NCCc1c[nH]c2ccccc12)C(=O)NCC1OCCN1S(=O)(=O)c1ccc(Cl)cc1 (stereo unspecified)
    -8	7.9	100	5	·	11	14	-4	-2
- c1ccc2c(-c3nc(-c4ccncc4)no3)cccc2c1
    -6	-0.6	100	-1	-6	3	-1.1	-10	-9
- COc1ccc(S(=O)(=O)N2CCCCC2)cc1NC(=O)c1cccnc1SC
    -3	-0.8	78	-24	-6	·	-0.5	10	-5
- COc1ccc(CN2CCC(N3CCC(C(=O)N4CCOCC4)CC3)CC2)c(F)c1
    2	1.1	93	-5	-2	9	1.4	14	14
- Cc1cccc(-c2nnn3c2nc(NCCc2ccc(S(N)(=O)=O)cc2)c2ccccc23)c1
    -11	1.0	99	-1	-4	20	2.3	5	-4
- O=C(NCc1cccc(F)c1F)C1CCC(=O)N(C2CC2)C1 (stereo unspecified)
    -6	0.4	105	4	0	5	0.4	1	1
